# RNase H inhibition – RNase H inhibition, HIV 1 Gag Pol polyprotein, FRET biochemical assay, screening (AID 372); HIV-1 RT RNase H, FRET RNA/DNA substrate fluorescence; higher % means a stronger effect; inhibition, % at 10 µM; hits with a dose series show IC50 in µM; actives 0.77% (n = 100,000); in the data active = inhibition above about 50%
# An asterisk follows results filed as active. An excerpt, so the mix of outcomes need not match the whole.
SMILES,RNase H inhibition
Fc1ccc(-c2noc(C3CCCCC3)n2)cc1,15.0%
O=C(Nc1nc(-c2ccc(F)cc2)cs1)c1cc2ccccc2oc1=O,21.0%
Cc1ccc(C2C3CCCC=C3C(C#N)=C(N)C2(C#N)C#N)s1 (stereo not drawn),25.0%
CCOc1cc(/C=N/NC(=O)C(O)c2ccccc2)c(Br)c(Br)c1O (stereo not drawn),8.0%
COc1ccc(S(=O)(=O)Nc2cccc(OC)c2)cc1,12.0%
Cc1ccc(-n2c(C)nc(N)c2C(=O)c2ccccc2)cc1,2.0%
C=CCc1ccccc1OCCOc1c(Cl)cc(/C=N/n2cnnc2)cc1OCC,17.0%
O=C(c1ccc(N2C(=O)CCC2=O)cc1)N1CCOCC1,0.0%
CCOc1cccc(C(=O)Nc2nc(-c3ccc(CC)cc3)cs2)c1,3.0%
COc1cc(C2C(C(=O)OCC(C)C)=C(C)NC3=C2C(=O)CC(c2ccccc2)C3)ccc1O (stereo not drawn),8.0%
CCN(CC)CC#CCC(OC)(c1ccccc1)c1ccccc1,16.0%
Cc1ccc([N+](=O)[O-])cc1/C=C1/C=C(c2ccccc2)OC1=O,57.0%*
CC(Sc1ccccc1)C(=O)NC1CC1 (stereo not drawn),2.0%
O=C(/C=C/c1cccs1)N1CCN(c2ccccc2)CC1,0.0%
CCOC(=O)c1c(-c2ccc(C)cc2)csc1NC(=O)COc1ccc(C)cc1,14.0%
NC1=NC(=O)/C(=C/c2ccc(OCCOc3ccccc3Cl)cc2)S1,48.0%
CC(C)c1ccc(-n2c(O)c(/C=C3\C=Nc4ccccc43)c(=O)[nH]c2=O)cc1,24.0%
CCOC(=O)C1=C(C)NC(=S)NC1c1cccc([N+](=O)[O-])c1 (stereo not drawn),9.0%
O=C(NCCSCc1cccc(Cl)c1)c1c(Cl)cccc1Cl,3.0%
CC(=O)Nc1ccc(-c2nc3ccc(C)cc3s2)cc1,15.0%
COc1ccc(-c2cc(C(F)(F)F)n3nc(C(=O)NCCN4CCOCC4)c(Br)c3n2)cc1,2.0%
CCOC(=O)C1=C(N)Oc2ccc3ccccc3c2C1c1ccc(Cl)cc1 (stereo not drawn),18.0%
O=C1NC(=S)S/C1=C/c1ccc(OC(=O)c2cccc([N+](=O)[O-])c2)cc1,40.0%
CCOC(=O)c1c(NC(=O)c2ccc([N+](=O)[O-])cc2Cl)sc2c1CCC2,22.0%
O=C(Nc1ccc2c(c1)OCO2)c1cnn2c1NC(c1cccs1)CC2C(F)(F)F (stereo not drawn),7.0%
COc1ccc(NC(=O)/C(C#N)=C/c2cn(Cc3ccc(F)cc3)c3ccccc23)cc1,27.0%
O=C(NC(=S)Nc1ccc(-c2nc3cc(Cl)ccc3o2)cc1)c1cccc(Br)c1,24.0%
C=CCn1c(COc2ccccc2)nnc1SCC(=O)O,2.0%
CC(C)(C)C1(C)OC(=O)C(=CNc2ccccc2)C(=O)O1 (stereo not drawn),7.0%
CCCc1ccc(Oc2cc(-n3nc(C)cc3C)ncn2)cc1,12.0%
COCCN1C(=O)/C(=C\c2ccc(-c3cccc([N+](=O)[O-])c3)o2)SC1=S,0.0%
O=C(Nc1ccc2oc(-c3ccc(I)cc3)nc2c1)c1ccc2c(c1)OCCO2,15.0%
CCCS(=O)(=O)c1c(S(=O)(=O)CCC)c2c(C)cccn2c1C(N)=O,2.0%
Fc1ccc(/C=N/Nc2nc(Nc3ccc(F)cc3)nc(N3CCCCC3)n2)cc1,16.0%
Cc1ccc(NCCC(=O)c2ccc(Br)cc2)cc1C,10.0%
COc1cc(/C=C2/SC(=S)N(CCC(=O)Nc3nnc(C)s3)C2=O)cc(OC)c1OC,8.0%
CCOC(=O)c1c(NC(=S)NC(=O)c2ccc(F)cc2)sc2c1CCCCC2,10.0%
NS(=O)(=O)c1ccc(CCNC(=S)Nc2ccccc2)cc1,0.0%
Cc1c(NC(=O)c2sc3ccccc3c2Cl)cccc1-c1nc2ccccc2s1,12.0%
O=C1NC(=S)S/C1=C\c1c2ccccc2cc2ccccc12,36.0%
CCCC(=O)Nc1ccc(S(=O)(=O)Nc2cc(C)on2)cc1,4.0%
CC1(C)CC(=O)C(C=NCC(c2ccccc2)c2ccccc2)=C(O)C1,0.0%
COc1ccc(CNC(=O)C(=O)NC(C)C)cc1,10.0%
CCN1C(=O)/C(=C\c2ccccc2Br)SC1=S,17.0%
O=[N+]([O-])c1ccc(N2CCN(c3ccc([N+](=O)[O-])c4cccnc34)CC2)c(Cl)c1,3.0%
CCCC(C)C(=O)Nc1cccc([N+](=O)[O-])c1C (stereo not drawn),11.0%
O=C(N/N=C/c1c(F)cccc1Cl)c1ccc(Br)cc1,4.0%
C=CCN1C(=O)/C(=C/c2cc([N+](=O)[O-])ccc2OCCOc2ccc(Cl)c(C)c2)SC1=S,14.0%
Cc1ccc(C(=O)N/C(=C/c2cccs2)C(=O)NN)cc1,26.0%
O=C1C2C3C=CC(C3)C2C(=O)N1/N=C/c1ccc(I)o1 (stereo not drawn),9.0%

# Next results
SMILES,RNase H inhibition
COc1ccc(OC)c(/C=N\Nc2cc(C)c3ccccc3n2)c1,17.0%
O=C1N=c2ccc(Br)cc2=C1c1sc(=S)n(NC(=O)c2ccccc2Cl)c1O,17.0%
O=C(Nc1ccccc1Cl)c1cccc(F)c1,0.0%
COc1c(Cl)cc(C(=O)Nc2ccc3oc(-c4ccccc4)nc3c2)cc1Cl,14.0%
O=C(N/N=C/c1cccs1)c1sc2cc(F)ccc2c1Cl,15.0%
O=C(O)CN(c1ccc(Cl)cc1)S(=O)(=O)c1ccccc1,0.0%
CCOc1cc(CN2CCCCC2)ccc1OC,19.0%
O=C(c1ccc([N+](=O)[O-])cc1)N1CCN(Cc2cccc(Cl)c2)CC1,2.0%
Cc1cccc(C(=O)N2c3ccc([N+](=O)[O-])cc3-c3c(ssc3=S)C2(C)C)c1,43.0%
COc1cccc(/C=C2\C(=O)NN(c3ccccc3)C2=O)c1O,7.0%
CC(/C=C/c1ccc2c(c1)OCO2)=N/NC(=O)COc1ccc(C)cc1,8.0%
Clc1ccc(N=Cc2ccc(C=Nc3ccc(Cl)cc3Cl)cc2)c(Cl)c1,32.0%
O=C(c1ccc(Cl)c([N+](=O)[O-])c1)N1CCC(Cc2ccccc2)CC1,19.0%
Cc1c(C(=O)NC(=S)Nc2cc(Cl)ccc2Cl)cccc1[N+](=O)[O-],6.0%
O=C(Nc1nc2ccccc2n1Cc1ccc(Cl)cc1)c1ccco1,10.0%
Cc1cccc(OCCOc2cccc(/C=C3/C(=N)N4N=C(c5ccccc5)SC4=NC3=O)c2)c1,15.0%
COc1ccc(/C=N/n2cnnc2SCc2ccccc2)cc1OC,16.0%
COc1c(Cl)cc(/C=C2/C(=N)N3N=C(c4ccccc4)SC3=NC2=O)cc1Cl,11.0%
O=C(NCc1ccccn1)C(=O)N/N=C/c1ccc([N+](=O)[O-])cc1,0.0%
C=CCN1C(=O)/C(=C\c2ccc(OCc3ccc(Cl)cc3)c(OC)c2)SC1=S,17.0%

# Two consecutive records already listed, for reference:
SMILES,RNase H inhibition
CC(/C=C/c1ccc2c(c1)OCO2)=N/NC(=O)COc1ccc(C)cc1,8.0%
Clc1ccc(N=Cc2ccc(C=Nc3ccc(Cl)cc3Cl)cc2)c(Cl)c1,32.0%

# Remaining list, next part:
SMILES,RNase H inhibition
COc1ccc(-c2cc(C(=O)Nc3c(C)n(C)n(-c4ccccc4)c3=O)c3ccccc3n2)cc1,9.0%
O=C(CSc1nnc(-c2ccc(Cl)cc2)n1C1CCCCC1)c1cccs1,14.0%
O=Cc1ccc2ccc3ccc(C=O)nc3c2n1,5.0%
O=c1sc2ccccc2n1Cc1cccc(Cl)c1,29.0%
CCCC(=O)N(c1ccccc1)C1CC(C)Nc2ccccc21 (stereo not drawn),10.0%
O=C(Nc1nnc(CCCOc2ccc(Cl)cc2Cl)s1)Nc1ccc(Cl)cc1Cl,27.0%
COc1ccc(-c2csc(/C(C#N)=C\c3ccc(-c4ccccc4)cc3)n2)cc1,1.0%
COc1ccc(N(CC(=O)Nc2ccccc2Br)S(=O)(=O)c2ccc(C)cc2)c(OC)c1,0.0%
O=c1/c(=C\c2ccccc2)sc2nc(-c3ccc(Cl)cc3Cl)nn12,0.0%
CC(C)=C1C2C=CC1C1C(=O)N(c3ccc(Br)cc3[N+](=O)[O-])C(=O)C21 (stereo not drawn),0.0%

# Some of the entries above, set out differently:
mol | RNase H inhibition
O=C(Nc1nc2ccccc2n1Cc1ccc(Cl)cc1)c1ccco1 | 10.0%
Cc1cccc(OCCOc2cccc(/C=C3/C(=N)N4N=C(c5ccccc5)SC4=NC3=O)c2)c1 | 15.0%
COc1ccc(/C=N/n2cnnc2SCc2ccccc2)cc1OC | 16.0%
COc1c(Cl)cc(/C=C2/C(=N)N3N=C(c4ccccc4)SC3=NC2=O)cc1Cl | 11.0%
O=C(NCc1ccccn1)C(=O)N/N=C/c1ccc([N+](=O)[O-])cc1 | 0.0%
C=CCN1C(=O)/C(=C\c2ccc(OCc3ccc(Cl)cc3)c(OC)c2)SC1=S | 17.0%
COc1ccc(-c2cc(C(=O)Nc3c(C)n(C)n(-c4ccccc4)c3=O)c3ccccc3n2)cc1 | 9.0%
O=C(CSc1nnc(-c2ccc(Cl)cc2)n1C1CCCCC1)c1cccs1 | 14.0%
O=Cc1ccc2ccc3ccc(C=O)nc3c2n1 | 5.0%
O=c1sc2ccccc2n1Cc1cccc(Cl)c1 | 29.0%
CCCC(=O)N(c1ccccc1)C1CC(C)Nc2ccccc21 (stereo not drawn) | 10.0%
O=C(Nc1nnc(CCCOc2ccc(Cl)cc2Cl)s1)Nc1ccc(Cl)cc1Cl | 27.0%
COc1ccc(-c2csc(/C(C#N)=C\c3ccc(-c4ccccc4)cc3)n2)cc1 | 1.0%
COc1ccc(N(CC(=O)Nc2ccccc2Br)S(=O)(=O)c2ccc(C)cc2)c(OC)c1 | 0.0%
O=c1/c(=C\c2ccccc2)sc2nc(-c3ccc(Cl)cc3Cl)nn12 | 0.0%
CC(C)=C1C2C=CC1C1C(=O)N(c3ccc(Br)cc3[N+](=O)[O-])C(=O)C21 (stereo not drawn) | 0.0%

# New compounds follow.
SMILES,RNase H inhibition
CCC(=O)N(CCC1(Cc2ccccc2)CCOC(C)(C)C1)Cc1ccc(OC)cc1 (stereo not drawn),0.0%
Cc1ccc(NC(=O)c2c(NC(=O)C(F)(F)F)sc(-c3ccccc3)c2C)c(C)c1,2.8µM*
COc1ccccc1C(=O)NC(=S)Nc1ccccc1,1.0%
CCN(CC)c1ccc(/C=C2\C(=O)N(c3nc(-c4ccc(Cl)cc4)cs3)N=C2c2ccccc2)cc1,8.0%
CCCC1=C(C(=O)OCC)C(c2cc(Br)ccc2OC)C(C#N)=C(N)O1 (stereo not drawn),0.0%
CCC(Oc1ccccc1)C(=O)Nc1nc2ccc(C)cc2s1 (stereo not drawn),8.0%
CCn1c(=O)[nH]c2ccc3c(c21)C(=O)c1ccccc1C3=O,13.0%
COc1ccc(C2CC(=O)C3=C(C2)Nc2ccccc2NC3c2ccc(NC(C)=O)cc2)cc1 (stereo not drawn),0.0%
O=C(CSc1nnc(-c2ccco2)o1)c1ccccc1,7.0%
COc1ccc(COC(=O)C2=C(C)NC3=C(C(=O)CCC3)C2c2ccc(OC(C)=O)c(OC)c2)cc1 (stereo not drawn),15.0%
CCOC(=O)C(C)Oc1ccc2c(=O)c(Oc3ccc(OC)cc3)coc2c1 (stereo not drawn),0.0%
CSc1ncc(/C=C2/C(=O)NC(=O)N(c3ccccc3F)C2=O)cn1,3.0%
CCCC(=O)Nc1ccc2nn(-c3ccc(C)c(Cl)c3)nc2c1,18.0%
COc1ccc(C2C(C(C)=O)=C(O)C(=O)N2c2ccc(Br)cc2)cc1OC (stereo not drawn),11.0%
O=C(CCCN1C(=O)c2cccc3cccc(c23)C1=O)NCc1ccco1,11.0%
C=CCc1c(C)nc2c(C)c(-c3ccc(C)cc3)[nH]n2c1=O,6.0%
CCOc1cccc(-c2cc(C(=O)N3CC(C)CC(C)C3)c3ccccc3n2)c1 (stereo not drawn),16.0%
Cc1cc(Cl)ccc1OCC(=O)Nc1ccc(Cl)c([N+](=O)[O-])c1,6.0%
CC(C)COC(=O)Oc1c(Cl)cc(Cl)cc1Cl,7.0%
Cc1cc(C)cc(N=Cc2ccc([N+](=O)[O-])cc2)c1,0.0%
Cc1c(NC(=O)/C=C/c2cccc([N+](=O)[O-])c2)cccc1-c1nc2ncccc2o1,6.0%
Cc1ccc(NC(=S)NC(=O)c2ccccc2Br)cc1,14.0%
N#Cc1ccc(Oc2ccc(C(=O)C(=O)c3ccccc3)cc2)cc1C#N,17.0%
COc1ccc(NC(=O)c2cc(Cl)ccc2Cl)c(OC)c1,13.0%
Cc1cccc(OCC(=O)Nc2nc3ccccc3s2)c1,7.0%
O=C(CSCc1ccccc1)N/N=C/c1cccc(C(F)(F)F)c1,6.0%
COc1ccccc1C=NC12CN3CN(CN(C3)C1)C2,0.0%
CN(C)CCOC(=O)CCN1C(=O)/C(=C/c2c(Cl)cccc2Cl)SC1=S,14.0%
COc1ccccc1N(CCC#N)N=O,0.0%
N#CC1=C(SCC(N)=O)NC(=O)CC1c1cccs1 (stereo not drawn),10.0%
COc1ccccc1C(=O)N1CCN(S(=O)(=O)c2ccc(Cl)cc2)CC1,3.0%
CC1(C)Cc2c(sc(NC(=O)c3ccc(Cl)cc3)c2C#N)CO1,4.0%
N#Cc1ccccc1CSc1ncn[nH]1,2.0%
Cc1ccc(CN2CCN(N=Cc3cccc(Cl)c3)CC2)c(C)c1,4.0%
CC(C)(C)c1ccc(O)c(N=Cc2c(O)ccc3cc([N+](=O)[O-])ccc23)c1,20.0%
Cc1cc(C)cc(NC(=O)/C=C/c2ccccc2)c1,15.0%
COc1cccc(C(=O)Nc2ccc(Cl)c(C(F)(F)F)c2)c1,0.0%
CC1=C(C(=O)Nc2ccc(Cl)cc2)C(c2ccc(C)cc2)NC(=S)N1 (stereo not drawn),5.0%
COc1ccc(C(=O)/C=C/Nc2ccc(S(N)(=O)=O)cc2)cc1,16.0%
CCc1cc2c(N=Nc3c(O)[nH]c4ccccc34)ncnc2s1,3.0%
CCOC(=O)CNC(=O)c1ccc([N+](=O)[O-])cc1,4.0%
COc1cccc(/C=C2\SC(=S)N(NC(=O)c3ccccc3Cl)C2=O)c1,15.0%
Cc1c(N=Cc2ccc(-c3cccc(Cl)c3)o2)c(=O)n(-c2ccccc2)n1C,23.0%
CCOC(=O)C1=C(C)N=c2s/c(=C/c3ccc(OC)c(Br)c3)c(=O)n2C1c1cc(OC)ccc1OC (stereo not drawn),18.0%
